# NCI-60 one-dose screen, 48 h, at 10 µM unless noted. Numbers give growth in % (100 = growth as untreated, 0 = no growth, -100 = all killed).
# COLO 205 – COLO 205 colon cancer; AID 1794742; 7.3% of 79,000 active
# NCI-H460 – NCI-H460 lung cancer. 6.8% of 82,000 active. AID 1794736
# KM12 – KM12 colon cancer cells; 5% of 82,000 active; AID 1794800
# SW-620 – SW-620 colon cancer; 5.2% of 82,000 active; AID 1794795
# HCT-15 – HCT-15 colon cancer | 5.2% of 82,000 active
# NCI-H226 – NCI-H226 lung cancer; 3.5% of 79,000 active; AID 1794732
# HT29 – HT29 colon cancer; 7.4% of 81,000 active
# NCI-H322M – NCI-H322M lung cancer; AID 1794733; 2.7% of 80,000 active
# HCT-116 – HCT-116 colon cancer; 7.3% of 82,000 active
# Starred values were filed as active, the others as inactive; . = not tested or not shown; & = joins results of further samples. Rule for the calls: active = growth percent below 10; inactive = the rest.
SMILES,COLO 205,NCI-H460,KM12,SW-620,HCT-15,NCI-H226,HT29,NCI-H322M,HCT-116
CC(=O)N1N=C(c2ccc(F)cc2)CC1c1c(C)nn(-c2ccccc2)c1N1CCOCC1 (stereo not drawn),91,99,90,97,99,93,91,107,67
OC[C@H]1O[C@H](O[C@H]2[C@H](O)[C@@H](O)[C@H](O)O[C@@H]2CO)[C@H](O)[C@@H](O)[C@@H]1O,112,117,106,106,97,105,103,102,104
Oc1ccccc1-c1nc(-c2ccccc2)cn2ccnc12,73,70,60,87,56,76,63,78,69
Oc1c(Cl)cc(Cl)c(Cl)c1Cc1c(O)c(Cl)cc(Cl)c1Cl,70,5.9*,8.1*,17,11,18,13,-2.0*,3.9*
O=C(CCn1c[n+](CC(=O)c2ccc(Br)cc2)c2ccccc21)Nc1cccc2cccnc12,88,91,97,90,110,84,94,90,86
Fc1ccccc1NC(c1ccc(OC(F)F)c(OCC2CC2)c1)c1nnnn1C1CCCCC1 (stereo not drawn),114,89,98,99,91,66,90,98,71
COc1cc(C2CC(C3C(=O)N(C)C(=O)N(C)C3=O)=NN2c2cc(Cl)cc(Cl)c2)cc(OC)c1OC (stereo not drawn),100,95,92,95,98,85,92,104,87
Cc1ccc(S(=O)(=O)NCCCCCCNS(=O)(=O)c2ccc(C)cc2)cc1,112,82,93,99,87,73,82,97,74
Cn1ccc(=S)c2ccccc21,112,103,107,99,99,86,101,95,106
COc1ccc2[nH]c(O)c(/C=c3/cc4c(c(-c5cc(OC)c(OC)c(OC)c5)n3)=Nc3ccccc3-4)c2c1,59,72,53,63,47,67,35,93,37
COc1cc2c3c(c4c5cccnc5[nH]c4c2c(OC)c1OC)C(=O)N(O)C3=O,96,94,92,84,96,90,83,94,90
CN1CSC(=S)N(Cc2ccccc2)C1,113,108,41,35,85,104,25,102,26
CC(=O)O[C@H]1C[C@@]2(C)[C@@H](C[C@@H](O)[C@H]3[C@@]4(C)CC[C@H](N5CCCC5)[C@@H](C)[C@@H]4CC[C@@]32C)/C1=C(\CCC=C(C)C)C(=O)O,108,101,102,96,95,95,103,101,100
O=C1CCCC1[n+]1ccccc1 (stereo not drawn),86,111,98,117,97,105,61,94,80
CNCc1cccc2c1OCCOCCOCCN(CCN1CCOCC1)S(=O)(=O)c1ccc(cc1)-c1cnc(N)c(n1)C(=O)N2,22,31,37,43,75,78,24,50,36
CC1=C(C(=O)c2ccccc2)C(c2cccc(Cl)c2Cl)n2c(nc3ccccc32)N1 (stereo not drawn),82,61,92,.,69,7.2*,55,72,50
CC1CCc2c(ccc3ccccc23)C1=O (stereo not drawn),118&123,102&111,106&103,101&114,97&99,97&106,94&103,106&119,110&104
COc1cc(C(=O)OCCCN2CCCN(CCCOC(=O)c3cc(OC)c(OC)c(OC)c3)CC2)cc(OC)c1OC,74,92,89,83,81,94,51,81,69
Cn1cc(-c2nc(N)nnc2-c2c[nH]c3ccc(Br)cc23)c2cc(F)ccc21,103,98,75,95,77,97,104,86,100
CC(C)(C)n1cc(-c2ccnc(NCCCNS(=O)(=O)c3cccc(F)c3)n2)c(-c2ccc(F)c(O)c2)n1,112,91,84,94,50,88,44,90,70
N#CCCNCCNCCC#N,105,105,102,106,108,109,102,102,107
CCn1cc(C(=O)O)c(=O)c2cc(F)c(N3CCN(C(=O)CSc4nc(N)cc(=O)[nH]4)CC3)cc21,119,105,110,102,105,93,100,87,105
COc1cc(CNC(=O)/C=C/C=C/c2ccc3c(c2)OCO3)ccc1OCc1cn(-c2ccc([N+](=O)[O-])cc2)nn1,101,105,101,96,99,95,103,101,95
COc1cc([C@H]2OC[C@H]3[C@@H]2CO[C@@H]3c2ccc(O)c(OC)c2)ccc1O,87,90,91,107,88,86,93,92,93
O=C(Cc1n[nH]c(=S)nc1CC(=O)c1ccccc1)c1ccccc1,158,113,100,103,116,97,120,126,93
CC(=O)Nc1sc2c(c1-c1nc3ccccc3s1)CNC2,8.2*,8.7*,23,19,11,26,16,14,19
CN(CCOc1ccccc1)Cc1ccccc1,100,105,107,104,99,87,106,111,.
COc1cc2c(cc1OC)C1c3ccc(OC)c(OC)c3OCC1(O)C2 (stereo not drawn),111,102,97,97,103,109,108,108,112
COc1cc(NCc2cn(-c3ccc(C(=O)O)cc3)nc2-c2ccc(C(=O)O)cc2)cc(OC)c1OC,108,100,100,92,106,99,106,94,98
CCN1C(=S)N(c2ccccc2)C2N=c3s/c(=C4\C(=O)N(C(C)C)c5ccccc54)c(=O)n3NC21 (stereo not drawn),106,94,93,94,91,89,92,91,39
Cc1ccc(/C=C/c2cn(-c3ccccc3)nc2-c2cccc(C#N)c2)cc1,100,94,101,87,91,87,76,93,71
N#C/C(=N\Nc1ccc(Cl)cc1)C(=O)Nc1cc(-c2ccccc2)nn1-c1ccccc1,65,8.3*,32,21,9.4*,52,34,12,8.3*
Cc1ccc(C(C)C)cc1C(=O)C[n+]1ccccc1,112,109,101,106,100,105,88,97,79
CC(C)Cn1cnc2c(SCc3ccccc3)nc(N)nc21,102,119,101,125,74,100,110,.,99
COc1ccc(-c2cc(-c3cc(C(=O)c4ccc(Br)cc4)n4ccc(C)cc34)nc(N)c2C#N)cc1,67,85,82,92,90,60,77,94,74
CCCCCCCCCCCCCC,108,108,115,104,106,106,.,105,102
Nc1n[nH]c(-c2ccc(Br)cc2)c1-c1nc2ccccc2s1,89,106,85,95,99,101,110,85,102
CCCCCc1c(C)[nH]c(/C=c2\[nH]/c(=C3/C=c4ccccc4=N3)cc2OC)c1C,-77*,2.1*,-22*,-36*,-30*,-16*,-13*,-8.2*,-97*
Cc1ccccc1/C=C1/SC(=O)N(CCCC(=O)N2CCN(c3cc4c(cc3F)c(=O)c(C(=O)O)cn4C3CC3)CC2)C1=O,114,87,92,100,95,92,116,87,77
O=C1/C(=C/C=C/c2ccco2)SC(=S)N1Cc1ccco1,117,102,99,107,88,106,118,102,95
CCSc1nc(Cl)cc(Cl)n1,127,101,95,107,102,95,102,101,97
C#CC1(O)CCC2C3CCC4=C(CCC(=O)C4)C3CCC21C (stereo not drawn),103,111,110,111,110,99,102,107,99
C(#CC1=CCCCC1)C1=CCCCC1,112,102,104,109,112,105,108,106,104
CCOC(=O)c1c(C)nc2c(c1N)/C(=C/c1ccc[nH]1)C(=O)N2c1cc(OC)c(OC)c(OC)c1,95,96,97,82,93,86,85,104,48
N#Cc1c(-c2cccc(Cl)c2Cl)cc(-c2c[nH]c3ccccc23)[nH]c1=O,105,86,64,.,50,8.5*,110,77,18
Cc1c(C(N)=O)sc2ncn(Cc3ccccc3)c(=O)c12,.,108,110,103,115,97,103,79,95
C(=C\c1cccnc1)/c1ccncc1,116,104,109,112,99,105,94,113,99
CCCCC(O)CCC (stereo not drawn),123,130,119,106,96,94,110,102,101
CC(Nc1ncnc2ccc(-c3cnc4cnccn34)cc12)c1ccccc1 (stereo not drawn),81,61,42,86,68,47,71,26,72
Oc1ccccc1/C=N/Nc1nc(N/N=C/c2ccccc2O)nc(N2CCOCC2)n1,48,32,53,39,3.9*,23,34,45,19
ClC1(Cl)C2CCCCCCC21 (stereo not drawn),129,107,109,107,107,103,98,109,110
COc1cc(CO)c(OC)c2c1OCO2,104,111,112,98,102,97,95,99,102
CC(=O)N[C@H](Cc1ccc(O)cc1)C(=O)N[C@H](CCCN=C(N)N)C(=O)N[C@H](Cc1ccccc1)C(N)=O,112,.,115,100,102,85,97,.,95
CCOC(=O)[C@@H]1CCCN(S(=O)(=O)c2ccc(S(=O)(=O)N(CC)CC)cc2)C1,106,100,85,85,95,71,88,99,35
Clc1ccc2c(Nc3ccc4oc(NCCN5CCCC5)nc4c3)ccnc2c1,84,96,82,78,49,101,38,90,56
O=C(Nc1cc(C(F)(F)F)cc(C(F)(F)F)c1)Nc1ccc(OCc2nnc(-c3ccc(Cl)cc3)o2)c(F)c1,-85*,6.6*,14,23,14,6.0*,11,19,7.8*
CC(C)=CCCC(C)CC1OCCC(C)O1 (stereo not drawn),98,99,101,97,101,93,86,110,87
COc1ccc2[nH]c(=O)c(CSc3ccc(N)cc3)cc2c1,115,85,47,64,40,103,94,98,73
Cc1nc2ccccc2nc1SCc1nnc(Nc2ccccc2)s1,106,97,90,106,103,94,105,115,81
COc1ccc(-c2n/c(=C\c3c(O)[nH]c4cc(Cl)ccc34)cc3c2=Nc2ccccc2-3)cc1,93,94,87,96,98,83,97,95,90

# Further structures follow.
SMILES,COLO 205,NCI-H460,KM12,SW-620,HCT-15,NCI-H226,HT29,NCI-H322M,HCT-116
COC(=O)C1CSCC1=O (stereo not drawn),106,110,99,113,105,108,.,101,118
COC(=O)Cc1nc(C#N)c(N(C)C)o1,104,101,95,96,99,96,106,97,97
CCN(CC)c1cc(C(C)(C)C)cc(C(C)(C)C)c1,117,111,111,98,114,119,103,127,105
CN1CCN(c2nc(SCc3ccc(F)cc3)nc(-c3ccc(F)cc3)c2C#N)CC1,102,92,96,96,94,62,94,75,75
CNCC[C@H](Oc1cccc2ccccc12)c1cccs1,102,104,109,106,101,97,72,98,69
CN1CCC2(CC1)Oc1ccc(Cl)cc1C1CC(c3ccc(F)cc3)=NN12 (stereo not drawn),111,90,84,93,74,75,99,84,89
O=[N+]([O-])c1cc2c3ccccc3ccc2c2ccccc12,93,78,87,86,95,88,81,89,72
C/C(=N\NC(=O)c1ccncc1)c1ccc(F)cc1,117,111,108,109,111,95,121,117,121
S=C1SCC(c2ccccc2)S1 (stereo not drawn),111,114,117,111,100,101,103,111,107
O=C1CCc2cc(C(=O)CSc3ccc(Cl)cc3Cl)ccc2N1,108,108,94,102,104,76,74,101,103
O/N=C(\c1ccco1)C(O)c1ccco1 (stereo not drawn),108,104,99,101,95,104,103,105,99
Oc1ccccc1-c1nn(-c2ccccc2)cc1-c1nc2ccccc2s1,115,100,105,91,107,91,103,.,115
O=C(/C=C/c1cn(-c2ccccc2)nc1-c1ccc(Cl)cc1)c1cc2ccccc2oc1=O,85,55,80,74,59,66,62,78,25
CCOC(=O)C(=O)c1c(C)[nH]c2ccccc12,92,105,105,101,105,88,95,96,.

# Structural class: the compounds so far containing an aryl methoxy group.
SMILES,COLO 205,NCI-H460,KM12,SW-620,HCT-15,NCI-H226,HT29,NCI-H322M,HCT-116
COc1cc(C2CC(C3C(=O)N(C)C(=O)N(C)C3=O)=NN2c2cc(Cl)cc(Cl)c2)cc(OC)c1OC (stereo not drawn),100,95,92,95,98,85,92,104,87
COc1ccc2[nH]c(O)c(/C=c3/cc4c(c(-c5cc(OC)c(OC)c(OC)c5)n3)=Nc3ccccc3-4)c2c1,59,72,53,63,47,67,35,93,37
COc1cc2c3c(c4c5cccnc5[nH]c4c2c(OC)c1OC)C(=O)N(O)C3=O,96,94,92,84,96,90,83,94,90
COc1cc(C(=O)OCCCN2CCCN(CCCOC(=O)c3cc(OC)c(OC)c(OC)c3)CC2)cc(OC)c1OC,74,92,89,83,81,94,51,81,69
COc1cc(CNC(=O)/C=C/C=C/c2ccc3c(c2)OCO3)ccc1OCc1cn(-c2ccc([N+](=O)[O-])cc2)nn1,101,105,101,96,99,95,103,101,95
COc1cc([C@H]2OC[C@H]3[C@@H]2CO[C@@H]3c2ccc(O)c(OC)c2)ccc1O,87,90,91,107,88,86,93,92,93
COc1cc2c(cc1OC)C1c3ccc(OC)c(OC)c3OCC1(O)C2 (stereo not drawn),111,102,97,97,103,109,108,108,112
COc1cc(NCc2cn(-c3ccc(C(=O)O)cc3)nc2-c2ccc(C(=O)O)cc2)cc(OC)c1OC,108,100,100,92,106,99,106,94,98
COc1ccc(-c2cc(-c3cc(C(=O)c4ccc(Br)cc4)n4ccc(C)cc34)nc(N)c2C#N)cc1,67,85,82,92,90,60,77,94,74
CCCCCc1c(C)[nH]c(/C=c2\[nH]/c(=C3/C=c4ccccc4=N3)cc2OC)c1C,-77*,2.1*,-22*,-36*,-30*,-16*,-13*,-8.2*,-97*
CCOC(=O)c1c(C)nc2c(c1N)/C(=C/c1ccc[nH]1)C(=O)N2c1cc(OC)c(OC)c(OC)c1,95,96,97,82,93,86,85,104,48
COc1cc(CO)c(OC)c2c1OCO2,104,111,112,98,102,97,95,99,102
COc1ccc2[nH]c(=O)c(CSc3ccc(N)cc3)cc2c1,115,85,47,64,40,103,94,98,73
COc1ccc(-c2n/c(=C\c3c(O)[nH]c4cc(Cl)ccc34)cc3c2=Nc2ccccc2-3)cc1,93,94,87,96,98,83,97,95,90

# Some of the entries so far, with tabs:
compound	COLO 205	NCI-H460	KM12	SW-620	HCT-15	NCI-H226	HT29	NCI-H322M	HCT-116
Cn1ccc(=S)c2ccccc21	112	103	107	99	99	86	101	95	106
COc1ccc2[nH]c(O)c(/C=c3/cc4c(c(-c5cc(OC)c(OC)c(OC)c5)n3)=Nc3ccccc3-4)c2c1	59	72	53	63	47	67	35	93	37
